Bioassay records (PubChem BioAssay)
FUS yeast rescue – rescues growth of FUS-expressing yeast; actives 0.24% (n = 390,000); AID 1347120; S. cerevisiae FUS-expressing, growth rescue, OD600, 24 h; Potency, µM (series often up to 76.6 µM), for inactives: top-dose growth rescue (activation), most hits filed as activators;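 note: plate controls were DMSO vehicle for no effect and reference control for full effect; nearly all actives have a fitted effect of over 55% in size; some results filed as inactive show a strong effect at the top dose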
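Absorbance at 600 nm, taken 24hr after compound addition, measured rescue of FUS-yeast growth at 30C. Induction used 2% galactose with seeding at OD 0.005. Controls: CP55940 from 92uM final, DMSO only.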
TDP43 rescue – rescues yeast growth from TDP-43 toxicity; TDP-43 expressing yeast growth rescue, BacTiter-Glo, 24 h; Potency, µM (titrated, usually from 46.1 µM), for inactives: at the top dose growth rescue (activation), actives largely listed as activators; actives 1.8% (n = 410,000); note: % of control where 0% means no effect; nearly all actives have a fitted effect of over 50% in size
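Luminescence from BacTiter-Glo reports growth of TDP-43-expressing yeast after 24 hr at 30 deg C with compound. Cells were raffinose-pregrown to mid-log, then seeded in galactose medium at OD600=0.02.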
PTHR1 agonist – agonists of human PTHR1 parathyroid hormone receptor; Q03431; HEK293 GP2 PTHR1 cells, GloSensor cAMP luminescence, 1 h; Potency, µM (highest dose often 115 µM), inactives show at the top dose activation, usual class: activators; actives 0.075% (n = 410,000); AID 743266; note: nearly all actives have a fitted effect of over 55% in size; some results filed as inactive show a strong effect at the top dose; inactives centre near -15; many of its hits are not listed in these tables
Target sequence (Q03431 whole entry, looked up): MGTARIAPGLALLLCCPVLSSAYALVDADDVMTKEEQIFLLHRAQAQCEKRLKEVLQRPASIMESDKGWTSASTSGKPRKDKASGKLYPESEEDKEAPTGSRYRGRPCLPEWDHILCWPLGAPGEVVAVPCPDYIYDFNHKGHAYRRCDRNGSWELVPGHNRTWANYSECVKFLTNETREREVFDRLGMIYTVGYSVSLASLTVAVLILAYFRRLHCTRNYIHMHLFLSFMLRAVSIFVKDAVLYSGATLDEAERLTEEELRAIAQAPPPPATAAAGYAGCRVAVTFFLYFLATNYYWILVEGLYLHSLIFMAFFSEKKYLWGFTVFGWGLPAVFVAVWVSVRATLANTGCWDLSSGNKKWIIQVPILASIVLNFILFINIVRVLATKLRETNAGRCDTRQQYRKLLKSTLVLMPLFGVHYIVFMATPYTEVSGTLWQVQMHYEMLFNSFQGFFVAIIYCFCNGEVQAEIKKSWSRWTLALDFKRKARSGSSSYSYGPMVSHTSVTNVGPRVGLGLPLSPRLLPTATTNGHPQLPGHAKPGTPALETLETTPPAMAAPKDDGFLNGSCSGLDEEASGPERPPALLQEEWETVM
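HEK-293-derived GP2 cells expressing PTHR1 and a GloSensor cAMP reporter, 3,000/well, plated overnight, given luciferin plus IBMX (each 0.5 mM as added) for 1 h at 37 °C, then compound for 1 h at 37 °C. Luminescence was read after 15 min at room temperature.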
An asterisk follows results filed as active; [ ] = another dose, or the depositor's remark. Calls come from the whole dose curve; as a rule, active = well fitted curve in the direction sought with a large enough effect; inconclusive = small, poorly fitted or top-dose-only effect, or another doubt; inactive = no such curve, though single readings can be large; an effect the other way counts as inactive or inconclusive. Potency is the fitted concentration of half-maximal effect. Not all compounds are listed; rates above refer to the full screens.

For CCn1cc(C(=O)NCc2ccc(C)cc2)c(=O)c2cc(S(=O)(=O)N3CCC(C)CC3)ccc21 the results were FUS yeast rescue -7%, TDP43 rescue 5% and PTHR1 agonist -15%.
Screening Cc1cc(NC(=O)CN2CCC(O)CC2)nc2c1c(=O)oc1ccccc12 returned FUS yeast rescue -23%, TDP43 rescue 14% and PTHR1 agonist -30%.
CCc1cc2c(cc3c(=O)n(CCCC(=O)NCc4ccccc4Cl)nc(CC)n32)s1 was read as FUS yeast rescue 0%, TDP43 rescue 15% and PTHR1 agonist -43%[inhibitor].
CCCCN(CCCNC(=O)c1cc(Nc2ccc(OC)cc2OC)nc2ccccc12)Cc1ccccc1 was read as FUS yeast rescue -1%, TDP43 rescue 22% and PTHR1 agonist inactive.
For CCn1cc(S(=O)(=O)c2ccc(OC)cc2)c(=O)c2cc(F)c(N3CCCCCC3)cc21 the results were FUS yeast rescue -23%, TDP43 rescue 20% and PTHR1 agonist inactive.
Screening COc1ccc(Nc2ncc(C(=O)N3CCN(c4cccc(Cl)c4)CC3)c3ccccc23)cc1 returned FUS yeast rescue inconclusive, TDP43 rescue 17% and PTHR1 agonist -23%.
Cc1cccc(Cn2cccc2CNS(=O)(=O)c2ccccc2F)c1 was read as FUS yeast rescue 20%, TDP43 rescue 20µM* and PTHR1 agonist -25%.
Screening COc1ccc(CCNC(=O)c2ccc(Cn3c(SCc4ccccc4)nc4cccnc43)cc2)cc1 returned FUS yeast rescue 1%, TDP43 rescue 27% and PTHR1 agonist -17%.
`Cc1c(C(=O)N(C)C)sc2c1c(=O)n(-c1ccccc1C(F)(F)F)c(=O)n2Cc1cccc(F)c1` gave FUS yeast rescue 35%, TDP43 rescue 0% and PTHR1 agonist -17%.
For CC1Cc2cc(S(=O)(=O)CCC(=O)Nc3ccc(F)cc3)ccc2N1C(=O)C1CC1 (stereo not drawn) the results were FUS yeast rescue 6%, TDP43 rescue 3% and PTHR1 agonist -7%.
`Cc1cc(O)c(-c2ccnc3cc(-c4ccccc4)nn23)cc1Cl` gave FUS yeast rescue 28%, TDP43 rescue 2% and PTHR1 agonist -32%[inhibitor].
Screening Cc1ccc(NC(=O)Nc2nnc(N(CC(C)C)CC(C)C)s2)cc1Cl returned FUS yeast rescue 3%, TDP43 rescue 14% and PTHR1 agonist inconclusive.
COc1ccc(C)cc1NC(=O)C1CCN(S(=O)(=O)c2ccc3[nH]c4c(c3c2)CCCCC4)CC1 was read as FUS yeast rescue 26%, TDP43 rescue 6% and PTHR1 agonist inactive.
`Cc1cc(C)n2c(Nc3ccccc3C)c(-c3cccs3)nc2n1` gave FUS yeast rescue -7%, TDP43 rescue 1% and PTHR1 agonist inactive.
CCN(CC)S(=O)(=O)c1ccc2c(c1)c(=O)c(C(=O)NCc1ccc(Cl)cc1)cn2C was read as FUS yeast rescue 18%, TDP43 rescue -2% and PTHR1 agonist inactive.
For COc1ccc2c(c1)c1c(c(=O)n(-c3cccc(C)c3)c(=O)n1CC(=O)NCCC1=CCCCC1)n2C the results were FUS yeast rescue 2%, TDP43 rescue 17% and PTHR1 agonist inactive.
`COc1ccc(N2CCN(c3ncnc4onc(-c5ccc(F)cc5)c34)CC2)cc1` gave FUS yeast rescue -29%, TDP43 rescue 5%[9.22 µM] and PTHR1 agonist inactive.
For CCN1C(=O)c2ccccc2S(=O)c2ccc(C(=O)NCc3ccc(F)cc3)cc21 (stereo not drawn) the results were FUS yeast rescue 21%, TDP43 rescue 8% and PTHR1 agonist -7%.
For COCc1c(Br)c(C)nc2sc3c(=O)n(-c4cccc(Br)c4)nnc3c12 the results were FUS yeast rescue -19%, TDP43 rescue -3% and PTHR1 agonist -21%.
COC(=O)c1cccnc1-n1c(=O)c2cccnc2n(CC(=O)Nc2cccc(C(F)(F)F)c2)c1=O was read as FUS yeast rescue 6%, TDP43 rescue 15% and PTHR1 agonist inactive.
`Cn1cnc(S(=O)(=O)N2CCC(C(=O)NCc3ccccc3)CC2)c1` gave FUS yeast rescue -10%, TDP43 rescue 9% and PTHR1 agonist inactive.
`CC(C)c1cccc(C(C)C)c1NS(=O)(=O)c1cccs1` gave FUS yeast rescue 21%, TDP43 rescue 15% and PTHR1 agonist 25%.
Cc1oc(-c2ccc(C(=O)NCCN(C)C)cc2)nc1CS(=O)(=O)c1ccccc1 was read as FUS yeast rescue 19%, TDP43 rescue -8% and PTHR1 agonist -22%.
Screening O=C(Cc1ccccc1)Nc1cccc(-c2nc3cccnc3s2)c1 returned FUS yeast rescue 19%, TDP43 rescue -16% and PTHR1 agonist inconclusive.
CCOC(=O)C1CCN(C(=O)c2cc3sc(C)cc3n2C)CC1 was read as FUS yeast rescue -3%, TDP43 rescue 17% and PTHR1 agonist inactive.
`Cc1ccc(CNC(=O)c2cnc(N3CCCCC3)c3ccccc23)cc1` gave FUS yeast rescue 15%, TDP43 rescue 22% and PTHR1 agonist -30%.
Screening Cc1cccc(NC(=O)N2CCC(N3CCN(Cc4ccccc4)C(=O)C3=O)CC2)c1C returned FUS yeast rescue -11%, TDP43 rescue 0% and PTHR1 agonist -20%.
`CCOc1ccc(N(C(=O)c2ccc(C)cc2)S(=O)(=O)c2ccc3c(c2)n(C)c(=O)n3C)cc1` gave FUS yeast rescue 15%, TDP43 rescue -3% and PTHR1 agonist -13%.
COc1cc(Nc2nc(SCc3ccc(Cl)cc3)nc3ccccc23)cc(OC)c1 was read as FUS yeast rescue 10%, TDP43 rescue inconclusive and PTHR1 agonist inactive.
O=S(=O)(NCc1ccc(Cl)cc1)c1ccc(-c2cnc(C3CC3)o2)cc1 was read as FUS yeast rescue -4%, TDP43 rescue 15% and PTHR1 agonist inactive.

Brought forward from above: five compounds, followed by the next part.
`Cc1ccc(CNC(=O)c2cnc(N3CCCCC3)c3ccccc23)cc1` gave FUS yeast rescue 15%, TDP43 rescue 22% and PTHR1 agonist -30%.
Screening Cc1cccc(NC(=O)N2CCC(N3CCN(Cc4ccccc4)C(=O)C3=O)CC2)c1C returned FUS yeast rescue -11%, TDP43 rescue 0% and PTHR1 agonist -20%.
`CCOc1ccc(N(C(=O)c2ccc(C)cc2)S(=O)(=O)c2ccc3c(c2)n(C)c(=O)n3C)cc1` gave FUS yeast rescue 15%, TDP43 rescue -3% and PTHR1 agonist -13%.
COc1cc(Nc2nc(SCc3ccc(Cl)cc3)nc3ccccc23)cc(OC)c1 was read as FUS yeast rescue 10%, TDP43 rescue inconclusive and PTHR1 agonist inactive.
O=S(=O)(NCc1ccc(Cl)cc1)c1ccc(-c2cnc(C3CC3)o2)cc1 was read as FUS yeast rescue -4%, TDP43 rescue 15% and PTHR1 agonist inactive.
Cn1c(=O)c2nc(SCC(=O)Nc3cc(Cl)cc(Cl)c3)n(C)c2n(C)c1=O was read as FUS yeast rescue -9%, TDP43 rescue 5% and PTHR1 agonist 27%.
CC(=O)NCCc1nc2ccccc2n1CCCCOc1ccc(Cl)cc1 was read as FUS yeast rescue 9%, TDP43 rescue 16% and PTHR1 agonist -43%[inhibitor].
CC(=O)N1CCc2c(sc3c2c(=O)n(-c2ccc(F)cc2)c(=O)n3Cc2cc(C)ccc2C)C1 was read as FUS yeast rescue -19%, TDP43 rescue 2% and PTHR1 agonist inactive.
For O=S(=O)(NCCc1csc2nc(-c3ccccc3)nn12)c1cc(F)ccc1F the results were FUS yeast rescue 0%, TDP43 rescue 22µM* and PTHR1 agonist -14%.
Screening O=C(Nc1ccc(OC(F)(F)F)cc1)c1cc2c(=O)n3ccccc3nc2s1 returned FUS yeast rescue -5%, TDP43 rescue 8% and PTHR1 agonist -6%.
COc1ccc(CNC(=O)c2ccc3c(c2)N(Cc2ccccc2)C(=O)c2ccccc2S3(=O)=O)cc1 was read as FUS yeast rescue 17%, TDP43 rescue 27% and PTHR1 agonist inactive.
For O=C(Cn1cnc2c(oc3ccccc32)c1=O)Nc1ccccc1C(F)(F)F the results were FUS yeast rescue -8%, TDP43 rescue 0%[9.22 µM] and PTHR1 agonist -15%.
Cc1cc(Cl)ccc1NS(=O)(=O)c1c(C(=O)N2CCCCCC2)c(C)n(C)c1C was read as FUS yeast rescue inconclusive, TDP43 rescue 12% and PTHR1 agonist inactive.
`CC(=O)c1cccc(NC(=O)Nc2cc3c(cc2N2CCCC2)n(C)c(=O)n3C)c1` gave FUS yeast rescue -24%, TDP43 rescue 0% and PTHR1 agonist -18%.
For CC(=O)N1CCOc2cc(S(=O)(=O)Nc3cc(C(F)(F)F)ccc3Cl)c(C)cc21 the results were FUS yeast rescue 14%, TDP43 rescue 14% and PTHR1 agonist inactive.
For COc1cc(CN(CC2CCCO2)C(=O)c2ccccc2F)cc(OC)c1OC (stereo not drawn) the results were FUS yeast rescue -14%, TDP43 rescue 6% and PTHR1 agonist -13%.
`Cc1nn(C)c2c1c(-c1ccccc1)cc(=O)n2C(C)C(=O)NCCc1ccc(Cl)cc1` (stereo not drawn) gave FUS yeast rescue inconclusive, TDP43 rescue 22µM* and PTHR1 agonist inactive.
Cc1ccc(CNC(=O)c2ccc3c(c2)NC(=O)C(CS(=O)(=O)Cc2cccc(C)c2)N3)cc1 (stereo not drawn) was read as FUS yeast rescue -11%, TDP43 rescue 3% and PTHR1 agonist 21%.
Cc1ccc(CSC2=Nc3ccccc3C3=NC(CC(=O)NC4CCCCC4)C(=O)N23)cc1 (stereo not drawn) was read as FUS yeast rescue 39%, TDP43 rescue 1% and PTHR1 agonist inactive.
For O=C(NC1(C(F)(F)F)C(=O)Nc2c1c(=O)[nH]c(=O)n2-c1ccc(F)cc1)c1ccccc1 (stereo not drawn) the results were FUS yeast rescue -21%, TDP43 rescue 5% and PTHR1 agonist -16%.
`CC1CCCN(c2ncnc3c2cnn3-c2ccc(F)cc2)C1` (stereo not drawn) gave FUS yeast rescue -2%, TDP43 rescue inconclusive and PTHR1 agonist -38%.
For CCC(C(=O)Nc1cc(OC)cc(OC)c1)n1nc(-c2ccc(C)c(C)c2)ccc1=O (stereo not drawn) the results were FUS yeast rescue inconclusive, TDP43 rescue 28µM* and PTHR1 agonist inactive.
COc1cc(C(=O)Oc2c(Sc3ccc(C)cc3)c(C)nn2-c2ccccc2)cc(OC)c1OC was read as FUS yeast rescue 11%, TDP43 rescue 22µM* and PTHR1 agonist -3%.
`CC(=O)N1c2ccc(S(=O)(=O)N3CCN(c4ccc(C)cc4C)CC3)cc2CC1C` (stereo not drawn) gave FUS yeast rescue -10%, TDP43 rescue 4% and PTHR1 agonist -21%.
For Cc1ccccc1-c1noc(-c2ccc(N3CCN(C)CC3)c([N+](=O)[O-])c2)n1 the results were FUS yeast rescue 7%, TDP43 rescue -4% and PTHR1 agonist inactive.
CCCCCN1C(C(=O)c2ccccc2)=C(OC(=O)CC)c2ccccc2S1(=O)=O was read as FUS yeast rescue 15%, TDP43 rescue inconclusive and PTHR1 agonist -6%.
Screening Cc1ccc2nc(COc3ccccc3NC(=O)Nc3ccc(F)c(Cl)c3)cc(=O)n2c1 returned FUS yeast rescue -10%, TDP43 rescue 4% and PTHR1 agonist inactive.
Screening CC(CNC(=O)c1cc2cc(S(=O)(=O)N3CCCCC3)ccc2n1C)c1ccccc1 (stereo not drawn) returned FUS yeast rescue 4%, TDP43 rescue 21% and PTHR1 agonist -61%.
COc1ccc(-n2c(=O)c3c(c4cc(OC)ccc4n3C)n(Cc3cc(C)ccc3C)c2=O)cc1 was read as FUS yeast rescue -1%, TDP43 rescue -7% and PTHR1 agonist -23%.
For COc1ccc(CCNC(=O)CCc2c(C)nc3c(c(C)nn3-c3ccc(C)c(C)c3)c2C)cc1OC the results were FUS yeast rescue -6%, TDP43 rescue 21% and PTHR1 agonist -13%.
For Cc1ccc(CN2CCSc3ccc(C(=O)N4CCN(c5ccc(Cl)cc5)CC4)cc32)cc1 the results were FUS yeast rescue 40%, TDP43 rescue 20% and PTHR1 agonist -17%.
Screening CCCc1cc(=O)[nH]c2nnc(SCC(=O)Nc3cccc(C)c3)n12 returned FUS yeast rescue -4%, TDP43 rescue 18% and PTHR1 agonist inconclusive.
`Cc1nc2c(-c3ccccc3)c(C)[nH]n2c(=O)c1Cc1ccc(C(C)C)cc1` gave FUS yeast rescue 18%, TDP43 rescue -13% and PTHR1 agonist -24%.
`O=S(=O)(c1ccc(-n2cnnn2)cc1)N1CCN(c2cccc(C(F)(F)F)c2)CC1` gave FUS yeast rescue 2%, TDP43 rescue 2% and PTHR1 agonist -8%.
COc1cccc(-c2cc(C(=O)Nc3cc(OC)c(OC)c(OC)c3)on2)c1 was read as FUS yeast rescue 44%, TDP43 rescue 29%[9.22 µM] and PTHR1 agonist -19%.
Screening Cn1nc(C(=O)Nc2ccc(F)c(Cl)c2)c2c1-c1ccccc1S(=O)(=O)C2 returned FUS yeast rescue 7%, TDP43 rescue 28% and PTHR1 agonist inactive.
